Screening data deposited in PubChem BioAssay by Fisher Drug Discovery Resource Center.
mcGAS RapidFire – inhibitors of Mus musculus cyclic GMP-AMP synthase, initial high-throughput assay, cell-free, RapidFire MS; Q8C6L5; recombinant mouse cGAS, cGAMP by RapidFire MS; inhibition, % at 12.5 µM; actives 0.18% (n = 130,000);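 active = inhibition of cGAS enzyme activity at or above 60%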;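 note: enzyme stimulated by 45 bp dsDNA with ATP and GTP substrates; cGAMP share of summed cGAMP plus half ATP and half GTP signals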
Target sequence (Q8C6L5 whole entry, looked up): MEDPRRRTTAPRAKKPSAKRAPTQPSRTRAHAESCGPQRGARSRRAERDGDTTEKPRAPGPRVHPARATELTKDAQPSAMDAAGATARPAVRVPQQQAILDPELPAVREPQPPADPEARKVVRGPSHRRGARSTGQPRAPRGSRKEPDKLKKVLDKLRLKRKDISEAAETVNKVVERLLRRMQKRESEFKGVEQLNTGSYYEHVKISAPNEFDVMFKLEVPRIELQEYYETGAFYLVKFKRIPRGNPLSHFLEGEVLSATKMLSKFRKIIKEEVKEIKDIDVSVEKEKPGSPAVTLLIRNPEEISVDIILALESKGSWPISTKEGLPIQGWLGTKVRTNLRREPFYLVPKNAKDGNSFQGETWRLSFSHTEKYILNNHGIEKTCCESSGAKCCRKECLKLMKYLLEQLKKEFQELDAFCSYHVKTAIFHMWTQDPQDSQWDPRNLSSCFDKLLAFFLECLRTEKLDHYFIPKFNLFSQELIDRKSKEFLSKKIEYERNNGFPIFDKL
Starred values were filed as active, the others as inactive; & = joins results of further samples.

`Cc1cccc(N2CCN(C(=O)c3cn(Cc4ccccc4F)nn3)CC2)c1C` gave mcGAS RapidFire -12.6.
For CCOc1ccc(N(CC(=O)NCC2CCCO2)S(C)(=O)=O)cc1 (stereo unspecified) the results were mcGAS RapidFire -0.8.
Screening Cc1cc(C)nc(NC(=O)NCCCSc2nc(C)cc(C)n2)n1 returned mcGAS RapidFire -10.2.
`CN(CCCC(=O)Nc1ccccc1O)S(=O)(=O)c1cccs1` gave mcGAS RapidFire -16.0.
CSC1CCCCN(Cc2ccc(C(N)=O)cc2)C1 (stereo unspecified) was read as mcGAS RapidFire -6.3&-2.8.
Screening O=C(O)c1cc(-c2ccc3c(c2)OCO3)nc2c1cnn2Cc1ccncc1 returned mcGAS RapidFire -5.6.
`Cc1nc(C(F)(F)F)ccc1C(=O)NC1CC(C(F)(F)F)CC(C(F)(F)F)C1` (stereo unspecified) gave mcGAS RapidFire -5.3.
Screening O=C(C1=CC=CN2CCS(=O)(=O)N=C12)N1CCN(Cc2ccc3c(c2)OCO3)CC1 returned mcGAS RapidFire -10.2.
COc1cc(C2CC(c3cc(Cl)ccc3O)=NN2)ccc1O (stereo unspecified) was read as mcGAS RapidFire -19.1.
O=C(CCN1CCc2ccccc21)NCc1cnn2ccccc12 was read as mcGAS RapidFire -38.3.
Screening CC1=NN(C(=O)Cc2ccccc2)C(C)(C)C1 returned mcGAS RapidFire -8.0.
`O=C(Cc1ccon1)NC1CC2(CCC2)Oc2ccccc21` (stereo unspecified) gave mcGAS RapidFire -6.1.
Screening O=C(Nc1ccccc1Oc1ccccc1)N1C[C@@H]2CNC[C@]2(C(=O)O)C1 returned mcGAS RapidFire 5.1.
CNc1oc(-c2ccc(F)cc2)nc1C#N was read as mcGAS RapidFire 11.2.
For CCNC(=O)CN1CCN(S(=O)(=O)c2cc(OC)c(OC)cc2F)CC1 the results were mcGAS RapidFire -21.1.
COCCCNc1nc2nonc2nc1N1CCCN(Cc2cccs2)CC1 was read as mcGAS RapidFire -3.8.
For Cc1ccc(NC(=O)CSc2nnc(CCC(=O)O)c(=O)[nH]2)cc1C the results were mcGAS RapidFire -0.4.
CCCCCn1c(N2CCN(CC)CC2)nc2c1c(=O)[nH]c(=O)n2C was read as mcGAS RapidFire -8.4.
Screening O=C(Nc1ccc2c(c1)CN(C1CCC1)CC2)C1(c2ccccc2)CC1 returned mcGAS RapidFire -1.8.
COc1ccc(C=C2N=C(c3ccc4c(c3)OCO4)OC2=O)cc1C was read as mcGAS RapidFire -9.6.
`O=C(NC1CCC(C(F)(F)F)CC1)c1ccc(S(=O)(=O)C(F)F)cc1` (stereo unspecified) gave mcGAS RapidFire -10.4.
COc1ccc(Cl)cc1NS(=O)(=O)c1ccc(Br)s1 was read as mcGAS RapidFire 10.5.
O=c1c2nnc3c(-c4ccccc4)cnn3c2ccn1CC1CCCO1 (stereo unspecified) was read as mcGAS RapidFire -0.2.
Screening CC(C)(C)NC(=O)CN1C(=O)NC2(CCCc3ccccc32)C1=O (stereo unspecified) returned mcGAS RapidFire -1.5.
For N#CC1C(=N)C(C#N)(c2ccc([N+](=O)[O-])cc2)C(C#N)C2CCCC=C12 (stereo unspecified) the results were mcGAS RapidFire -1.3.
Cc1cn2c3c(=O)n(C)c(=O)n(C)c3nc2n1CCNc1cccc(Cl)c1 was read as mcGAS RapidFire -7.4.
Cc1ccc(C)c(CN2CCC(CNC(=O)c3cccc(=O)[nH]3)C2)c1 (stereo unspecified) was read as mcGAS RapidFire -15.3.
`Cn1c(SCCCn2c(=O)c3c(ncn3C)n(C)c2=O)nnc1-c1ccco1` gave mcGAS RapidFire -13.4.
`COc1ccc(CCC(=O)N2CCNC(=O)C2)cc1Br` gave mcGAS RapidFire -2.8.
For Cc1cnn(CCNCC(=O)NC(C)(C#N)C2CC2)c1 (stereo unspecified) the results were mcGAS RapidFire -9.1.
For ON=C1CC2CC3(CC(C1)c1ccccc12)OCCO3 the results were mcGAS RapidFire -10.1.
Screening CCC(NC(C)C)C(O)c1ccc(O)c(O)c1 (stereo unspecified) returned mcGAS RapidFire -8.6.
CCNc1nc2c(c(=O)[nH]c(=O)n2C)n1CC(=O)c1ccccc1 was read as mcGAS RapidFire -4.1.
Screening CC(C)(C)c1cnc(CN2C(=O)CC(C)(c3ccc(Br)cc3)C2=O)o1 (stereo unspecified) returned mcGAS RapidFire 0.2.
For COCCN=c1scc(-c2ccc(OC(F)F)cc2)n1N=C(C)c1ccc2c(c1)OCO2 the results were mcGAS RapidFire 1.8.
Screening Cc1cc(S(=O)(=O)O)cc(C)c1O returned mcGAS RapidFire -11.4.
`COc1ccccc1N1CCN(C2CCCN(C(=O)C3CCCC3)C2)CC1` (stereo unspecified) gave mcGAS RapidFire -1.9.
For N=C(N)N the results were mcGAS RapidFire -3.4&2.0.
`CCN(CC1CCOC1)C(=O)CNC(=O)c1c[nH]c2ccccc2c1=O` (stereo unspecified) gave mcGAS RapidFire -23.6.
`COc1cccc(F)c1-c1cnccc1C` gave mcGAS RapidFire -14.2.
`Nc1nc(Cl)cc(NCCN2CCc3ccccc3C2)n1` gave mcGAS RapidFire -5.4.
Screening CCc1ccc(/C=C/c2c([N+](=O)[O-])c(=O)n(C)c(=O)n2C)cc1 returned mcGAS RapidFire -29.6.
For CCn1nc(CNC(=O)CCc2scnc2C)c2ccccc21 the results were mcGAS RapidFire 1.5.
NC(=O)CN(Cc1cccs1)c1ccc2c(c1)OCCO2 was read as mcGAS RapidFire -5.7.
`CC(C)c1nnc(/C=C/C(=O)O)o1` gave mcGAS RapidFire -1.6.
CCc1cn[nH]c1C1CCN(C(=O)[C@H]2[C@@H]3C=C[C@@]4(CN(C)C(=O)[C@@H]24)O3)CC1 was read as mcGAS RapidFire -21.2.
Screening CN1CCN(C=CC(=O)C(F)(F)F)CC1 returned mcGAS RapidFire -11.2.
`Cc1onc(-c2ccccc2)c1C(=O)Nc1sc2c(c1C#N)CCCCCC2` gave mcGAS RapidFire 0.1.
Cc1cc(C(=O)N2CCN(c3nc4ccc(OC(F)(F)F)cc4s3)CC2)c(C)o1 was read as mcGAS RapidFire -9.7.
For Cc1noc(C2CCN(C(=O)NC(C)c3ccc(F)c(Cl)c3)CC2)n1 (stereo unspecified) the results were mcGAS RapidFire -22.7.
Screening COc1cc(C(O)c2cc3c(cc2CO)OCO3)cc(OC)c1OC (stereo unspecified) returned mcGAS RapidFire -10.3.
Screening CC(Sc1nnc(-c2ccco2)n1CCC(N)=O)C(=O)Nc1cccc(F)c1 (stereo unspecified) returned mcGAS RapidFire 6.5.
`O=C(Nc1cnn(C23CC4CC(CC(C4)C2)C3)c1)c1cnn2cc(Br)cnc12` gave mcGAS RapidFire -5.0.
`COc1cccc(NC(=O)CCc2ccc3c(c2)OCO3)c1` gave mcGAS RapidFire -8.0.
CNC(=O)CCN1CCN(C2CCC(C(C)C)CC2)CC1 (stereo unspecified) was read as mcGAS RapidFire -6.2.
`CC(C)(CO)NCc1ccccc1C(F)(F)F` gave mcGAS RapidFire 3.2.
Screening CCOc1ccc(-n2ccc3c(cnc4nc5ccccc5n43)c2=O)cc1 returned mcGAS RapidFire -4.8.
O=C(Nc1ccccc1)N1CCN(C(=O)c2ccc(-n3cnnn3)cc2)CC1 was read as mcGAS RapidFire -0.6.
Cc1nc(-n2nc(-c3ccco3)cc2NC(=O)Cc2ccc(F)cc2)[nH]c(=O)c1C was read as mcGAS RapidFire 0.7.
`CC(C)=CC(=O)N1CC[C@@H](N2CCN(c3ccccc3F)CC2)[C@H](O)C1` gave mcGAS RapidFire -3.8.
`COCc1noc(CC2CN(c3nccc(C4CCCC4)n3)CCO2)n1` (stereo unspecified) gave mcGAS RapidFire 8.7.
Screening CC1(C)Cc2c(c(-c3ccco3)nc3sc4c(NCC5CCCO5)ncnc4c23)CO1 (stereo unspecified) returned mcGAS RapidFire 2.3.
`COCCNC(=O)Cn1nc(C2CC2)c2cnn(-c3ccccc3)c2c1=O` gave mcGAS RapidFire -2.2.
Screening Cc1ccc(C(C)NS(=O)(=O)c2ccc3c(c2)CCO3)o1 (stereo unspecified) returned mcGAS RapidFire -8.7.
`O=C(CSc1nnc(-c2cnn(-c3ccccc3)c2-n2cccc2)o1)Nc1ccccc1` gave mcGAS RapidFire -5.0.
For COC(=O)c1ccc(-c2noc(CN(C)CC3Cc4ccccc4O3)n2)cc1 (stereo unspecified) the results were mcGAS RapidFire -10.7.
COc1cccc(CCC2CCCN(c3ncccc3C(N)=O)C2)c1 (stereo unspecified) was read as mcGAS RapidFire -6.9.
Cn1nccc1CNC(=O)NCC(O)c1cccc(C(F)(F)F)c1 (stereo unspecified) was read as mcGAS RapidFire 4.1.
`CCCCn1c(CN2CCCC(C(=O)N3CCOCC3)C2)cnc1S(=O)(=O)CC` (stereo unspecified) gave mcGAS RapidFire -7.8.
CCOC(=O)C1CCCN(C2CCN(Cc3nc(COc4ccccc4)no3)CC2)C1 (stereo unspecified) was read as mcGAS RapidFire -8.0.
CCN(CC(=O)NC(c1ccccc1)c1ccc(Cl)cc1)C1CCS(=O)(=O)C1 (stereo unspecified) was read as mcGAS RapidFire 13.2.
`Cc1c(Cl)cccc1-c1ccc(CNc2nn[nH]n2)o1` gave mcGAS RapidFire -5.0.
`O=C1CCCN1CCC(=O)N1CCCC(N2CCN(Cc3ccc4c(c3)OCO4)CC2)C1` (stereo unspecified) gave mcGAS RapidFire -0.8.
For Cc1ccc(C2(O)CCN(C(=O)Cc3ccccc3C)CC2)nc1 the results were mcGAS RapidFire -7.5.
Screening Nc1nc(N)nc(COc2ccc(-c3ccccc3)cc2)n1 returned mcGAS RapidFire -0.4.
`O=C(NC1=NCCS1)C12CC3CC(CC(C3)C1)C2` gave mcGAS RapidFire -10.2.
For COc1ccccc1C(=O)CN1C(=O)CON=C1c1cccc2ccccc12 the results were mcGAS RapidFire -5.6.
CCOc1cc(C(=O)NNC(=O)c2n[nH]c(=O)c3ccccc23)ccc1OCC(C)C was read as mcGAS RapidFire -6.1.
Screening COc1ccccc1N(C)S(=O)(=O)c1ccc(C(=O)NCC(C)C)cc1 returned mcGAS RapidFire 3.4.
Cc1cnc(CNC(=O)c2cnn3c2CCCC3)cn1 was read as mcGAS RapidFire -21.6.
Screening CCOC(=O)CNC(=O)/C(=C/c1ccccc1[N+](=O)[O-])NC(=O)c1ccccc1 returned mcGAS RapidFire -5.3.
`Cc1ccccc1-n1ncc(C(C)NC(=O)Cn2cnnn2)c1C` (stereo unspecified) gave mcGAS RapidFire -1.1.
Screening CCC(NCCC(=O)Nc1cc(C)on1)c1ccc(OC)cc1 (stereo unspecified) returned mcGAS RapidFire -5.0.
`C#CCNC(=O)CN1CCCc2ccc(C(F)(F)F)cc21` gave mcGAS RapidFire 10.0.
For NCC1CCCN1CCc1ccccc1 (stereo unspecified) the results were mcGAS RapidFire -9.8.
Screening CCN(C/C=C/c1ccccc1)C(=O)CC1CNCCO1 (stereo unspecified) returned mcGAS RapidFire -14.7.
Screening NC[C@H]1O[C@H](O[C@H]2[C@H](O)[C@@H](O[C@H]3O[C@H](CO)[C@@H](O)[C@H](N)[C@H]3O)[C@H](N)C[C@@H]2N)[C@H](N)[C@@H](O)[C@@H]1O returned mcGAS RapidFire -2.8&-1.5.
Screening CCC1CN(c2c(C#N)c(=O)n(C)c(=O)n2C)CCO1 (stereo unspecified) returned mcGAS RapidFire -8.7.
Screening CC(=O)NCc1ccc(S(=O)(=O)N(C)Cc2ccc(C)o2)cc1 returned mcGAS RapidFire -0.1.
Screening O=C(/C=C/c1ccccc1)N/C(=C/c1ccccc1)C(=O)OCN1C(=O)c2ccccc2C1=O returned mcGAS RapidFire 2.0.
For CC12CCCCC1=NC(c1ccc([N+](=O)[O-])cc1)=[N+]2[O-] (stereo unspecified) the results were mcGAS RapidFire -42.5.
CN(C)S(=O)(=O)CCNC(=O)C(=O)N1CCc2ccccc21 was read as mcGAS RapidFire -7.7.
For O=C(c1cccc2ccnn12)N1CCc2c([nH]c3ccccc23)C1 the results were mcGAS RapidFire 2.0.
Screening N#Cc1c(CSc2nnc(NC3CC3)s2)cn2ccccc12 returned mcGAS RapidFire -2.8.
Cc1noc(C)c1COc1ccc(CNCc2cnn(C)c2)cc1 was read as mcGAS RapidFire -4.3.
`COc1cc(N2CCCC(OCc3ccccn3)C2)ncn1` (stereo unspecified) gave mcGAS RapidFire -8.1.
For O=C(OC1(C(F)(F)F)C(=O)Nc2cc(Cl)ccc21)c1cc(F)c(F)c(F)c1F (stereo unspecified) the results were mcGAS RapidFire -7.7.

Only part of the results is shown; the hit share may differ from the screen's.
